Screens as filed in PubChem.
ABHD4 inh = ABHD4 inhibitors, primary screen, biochemical, fluorescence polarization, mouse | actives 0.54% (n = 370,000) | (Lyso)-N-acylphosphatidylethanolamine lipase (Mus musculus), Q8VD66 | AID 720543, 2013 | purified mABHD4, FP-Rh probe fluorescence polarization | inhibition, % at 8.92 µM;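 active = inhibition exceeding the mean over every tested compound plus 3 SD, cut at about 30% in these data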;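 note: 0% = plate median of compound wells and 100% = S159A mutant with DMSO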
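System: mouse ABHD4 enzyme, wild type / Medium: HEPES pH 7.0, NaCl, Pluronic buffer / Reagent: FP-Rh activity-based fluorescent probe / Control set: S159A mutant high control, sample median low control / Detection: fluorescence polarization with parallel and perpendicular emission, 525/598 nm / Schedule: 45 min + 60 min at 25 °C / Compound dosing: 8.92 µM, single dose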
rCAG binder = binders of r(CAG) RNA repeats, primary screen, biochemical, fluorescence. actives 1.3% (n = 370,000). AID 651821, 2012. r(CAG) RNA repeat, TO-PRO-1 dye displacement fluorescence. inhibition, % at 3 µM;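 active = inhibition above the plate cutoff, the mean of all test compounds on that plate plus 3 SD, cut at about 35% in these data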;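 note: 0% = DMSO alone and 100% = 100 µM mitoxantrone as full dye displacement; higher means more dye released from RNA so lower well fluorescence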
TCR CD3 inh = inhibitors of human TCR-CD3 interaction, primary screen, biochemical, fluorescence, TAMRA-labeled TCR probe; AID 651800, 2012; inhibition, % at 9.4 µM; actives 0.37% (n = 360,000); in the data active = inhibition above about 19%;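 note: recombinant mutant TCR 2C K166C tagged with TAMRA read by polarization; 0% = receptor in buffer alone and 100% = receptor with positive control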
SIAE primary = human SIAE inhibitors, primary screen, biochemical, fluorescence polarization, FP-Rh probe, 1536-well HTS; Sialate O-acetylesterase (Homo sapiens), Q9HAT2; SIAE FP-Rh probe binding; inhibition, % at 9.66 µM; actives 0.69% (n = 370,000); AID 1053197, 2014;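 active = inhibition above a cutoff: mean of compounds within the control limits plus 3 SD of those, cut at about 17% in these data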;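 note: 0% = plate median of compound wells and 100% = probe without SIAE protein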
HTRA1 inh = HTRA1 serine protease inhibitors, primary screen, biochemical, fluorescence polarization, HTS. Q92743. recombinant HTRA1, FP-rhodamine activity-based probe. inhibition, % at 5.96 µM. actives 0.5% (n = 340,000); in the data active = inhibition above about 36%;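 note: 0% = enzyme with DMSO and 100% = wells lacking enzyme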
MBD2 inh = inhibitors of MBD2 binding to methylated DNA, primary screen, biochemical, TR-FRET, DNA-binding domain, human | MBD2 binding to methylated oligonucleotide | inhibition, % at 4.4 µM | actives 0.31% (n = 370,000) | AID 686964, 2013; in the data active = inhibition above about 13%
UHRF1 binding = UHRF1 methylated DNA binding inhibitors, primary screen, counter-screen for MBD2 inhibitor project, biochemical, TR-FRET, human UHRF1, single concentration. E3 ubiquitin-protein ligase UHRF1 (Homo sapiens), Q96T88. UHRF1 binding to methylated oligo. inhibition, % at 4.4 µM. actives 0.75% (n = 370,000). AID 687016, 2013; in the data active = inhibition above about 21%;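 note: UHRF1 SRA domain binding a hemimethylated CpG hairpin DNA probe; 0% = median of test compound wells and 100% = reference inhibitor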
NPR1 activator = GC-A stimulated cGMP production enhancers – HEK293 GC-A cells, cGMP TR-FRET, EC30 ANP, primary screen. activation, % at 10 µM. Atrial natriuretic peptide receptor 1 (Homo sapiens), P16066. actives 0.14% (n = 370,000). 0% at EC30 ANP, 100% saturating ANP. AID 1671463, 2021; in the data active = activation above about 40%
Target sequence (P16066 whole entry, looked up): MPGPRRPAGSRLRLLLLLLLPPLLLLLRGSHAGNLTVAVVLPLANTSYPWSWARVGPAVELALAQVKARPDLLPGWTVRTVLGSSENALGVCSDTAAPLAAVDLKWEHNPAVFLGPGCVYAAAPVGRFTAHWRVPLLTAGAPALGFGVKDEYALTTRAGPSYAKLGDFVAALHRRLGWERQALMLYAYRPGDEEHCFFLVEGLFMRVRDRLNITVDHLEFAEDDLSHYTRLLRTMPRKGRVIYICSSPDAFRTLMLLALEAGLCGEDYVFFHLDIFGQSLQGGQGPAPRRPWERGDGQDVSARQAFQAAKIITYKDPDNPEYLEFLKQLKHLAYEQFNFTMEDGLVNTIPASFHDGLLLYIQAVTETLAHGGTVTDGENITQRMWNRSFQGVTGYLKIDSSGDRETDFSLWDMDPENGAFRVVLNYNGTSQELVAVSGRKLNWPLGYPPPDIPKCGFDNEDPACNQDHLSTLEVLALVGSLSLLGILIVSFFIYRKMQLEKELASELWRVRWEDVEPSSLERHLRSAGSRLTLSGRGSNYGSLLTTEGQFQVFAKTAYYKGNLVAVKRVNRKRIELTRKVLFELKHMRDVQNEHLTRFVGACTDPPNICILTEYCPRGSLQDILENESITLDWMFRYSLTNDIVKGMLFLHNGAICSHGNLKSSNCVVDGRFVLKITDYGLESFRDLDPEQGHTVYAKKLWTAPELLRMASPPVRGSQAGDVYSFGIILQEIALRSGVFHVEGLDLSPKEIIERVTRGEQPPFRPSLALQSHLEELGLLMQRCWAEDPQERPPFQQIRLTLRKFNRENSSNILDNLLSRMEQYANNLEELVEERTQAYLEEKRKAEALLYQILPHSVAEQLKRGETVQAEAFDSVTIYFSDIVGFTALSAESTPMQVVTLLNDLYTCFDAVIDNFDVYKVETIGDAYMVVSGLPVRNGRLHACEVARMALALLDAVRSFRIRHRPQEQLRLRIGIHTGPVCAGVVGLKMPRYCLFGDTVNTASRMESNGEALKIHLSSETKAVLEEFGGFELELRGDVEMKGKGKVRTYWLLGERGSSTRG
NPR2 activator = human GC-B receptor activators, primary screen, HEK293 GC-B cells, cGMP TR-FRET, EC30 CNP; 0% at EC30 CNP, 100% saturating CNP; activation, % at 10 µM; actives 0.11% (n = 370,000); AID 1920062, 2024;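 active = activation at 10 µM reaching about 35% in either raw or pattern-adjusted values, limit read from the data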
PRMT1 inh = PRMT1 methyltransferase inhibitors, primary screen, biochemical, fluorescence polarization. AID 652257, 2013. inhibition, % at 2.79 µM. recombinant PRMT1, activity-based probe fluorescence polarization. actives 1.3% (n = 370,000);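 active = inhibition above about 21% made by adding two undisclosed values, limit read from the data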
* marks the source's active call; other numbers are inactive results; / = no result given.

SMILES	ABHD4 inh	rCAG binder	TCR CD3 inh	SIAE primary	HTRA1 inh	MBD2 inh	UHRF1 binding	NPR1 activator	NPR2 activator	PRMT1 inh
C=CCCC(=O)Nc1nc(C)c(-c2csc(Nc3cccc(OC)c3)n2)s1	-1	23	-11	-2	14	1	-1	1	-2	3
CN(C)c1ccc(C=c2c3ccccc3n3c2c2c([n+]3C)CCCC2)cc1	8	19	-8	-4	53*	10	38*	10	-15	4
CC/C(=N/OC(=O)c1cccc(C)c1)C(=O)c1cccs1	-5	-1	-6	-7	6	3	-1	1	4	1
Cc1ccc(NC(=O)CN2C(=O)C3C4C=CC(C4)C3C2=O)cc1S(=O)(=O)N(C)C (stereo not given)	-8	3	4	3	8	-3	-5	2	5	-1
COc1ccc(CNC(=O)CN(C(=O)CCC(=O)Nc2nccs2)c2cccc(C)c2)cc1	3	-7	-4	-17	-3	4	3	-14	-3	4
Cc1snc(SCC(=O)c2ccc([N+](=O)[O-])cc2)c1C#N	16	17	4	11	12	-2	-3	-9	-14	47*
CCNCc1cc([N+](=O)[O-])ccc1OCC	6	-2	0	-6	3	-1	0	-1	-8	1
COc1ccc(NC(=O)COC(=O)Cc2ccsc2)c(OC)c1	-6	-3	-1	3	-2	-4	-1	1	-1	-3
CC(C)C[C@@H]1COc2cccc(N3CCSCC3)c2S(=O)(=O)N1	6	0	1	-5	/	-3	0	2	-1	2
C=CCN1C=C2C(=O)C(C)(OC(=O)c3cccs3)C(=O)C=C2C=C1CCCC(=O)OC (stereo not given)	12	5	15	5	6	-9	-2	2	0	6
OCC1CCCN(C(=S)NCCc2ccccc2)C1 (stereo not given)	-9	-1	-1	-6	3	0	3	2	-6	2
O=C(COC(=O)CCC(=O)c1ccccc1)Nc1nnc(-c2ccccc2)o1	-4	11	1	-3	4	0	-1	0	-9	1
Cc1nn(CCCC(=O)N2CCN(c3ccc(F)cc3)CC2)c(C)c1[N+](=O)[O-]	3	0	2	-4	4	-5	-2	1	-1	2
COc1ccc(-c2csc(C(O)(c3ccccc3)C(F)(F)F)n2)cn1 (stereo not given)	-26	-1	-4	-7	/	3	0	1	1	0
COc1ccc([C@H]2/C=C\CN(C(=O)c3ccc(C)cc3)[C@@H](C)C(=O)N2Cc2ccc(F)cc2)cc1	-1	5	-3	3	-25	2	1	-2	-2	-1
CN(CC(=O)Nc1cccc(F)c1)C(=O)c1ccc(N2CCCCCC2)c([N+](=O)[O-])c1	5	3	10	-2	-15	2	-3	0	1	-3
C/C(=N/NC(=O)c1ccoc1C)c1ccc(NC(=O)c2ccncc2)cc1	3	3	-7	0	0	1	-2	3	-2	2
O=C(NCc1ccc(F)cc1)c1cccnc1	1	1	3	7	-4	-7	-1	1	2	0
Cc1cccc(NC(=O)CSCC(=O)Nc2nnc(C3CC3)s2)c1	0	4	-4	5	-5	-1	3	-4	-7	5
COc1ccc(C(=O)CC(=O)C(=O)Nc2ccccc2)cc1	-3	10	7	-2	3	0	-1	0	-1	0
CC(=O)Nc1ccc(S(=O)(=O)NCCC(=O)OCC(=O)NCc2ccccc2)cc1	5	-2	9	1	1	-5	0	2	-2	-1
NS(=O)(=O)c1ccc(CCNC(=O)CN2CCN(c3ccccc3F)CC2)cc1	1	2	1	7	4	2	5	-4	3	-1
CC(C(=O)N1CCCC1)N(c1ccccc1)S(C)(=O)=O (stereo not given)	-1	2	-2	-5	3	-3	4	7	2	-3
COc1cc(/C=C2\SC(=S)N(CC(=O)Nc3ccc(O)cc3)C2=O)cc(OC)c1OC	-33	23	-4	-1	-3	4	0	1	-3	6
COc1ccc(C(=O)COC(=O)/C=C/c2ccccc2)cc1	-1	-3	7	6	1	-2	-1	4	3	-5
CC1CC(C)CN(C(=O)COC(=O)c2cncc(Br)c2)C1 (stereo not given)	3	4	-5	-1	5	-5	3	2	2	2
CCOc1cc(CNC(=O)CN2C(=O)c3ccccc3S2(=O)=O)ccc1OC	-7	-3	-5	12	1	-7	-1	1	2	-1
CCOC(=O)[C@]12CCCC=C1N(Cc1ccc(Cl)cc1Cl)C(=O)[C@H](CC(=O)NCC13CC4CC(CC(C4)C1)C3)C2	-1	10	-12	-1	/	7	1	-3	7	1
Cc1cc(C)c(OCC(=O)N/N=C/c2ccc3c(c2)OCO3)c(C)c1	0	-4	-2	2	-10	4	0	-3	0	-1
CCCOc1ccc(N2C(=O)CC(N(O)c3ccccc3)C2=O)cc1 (stereo not given)	11	8	1	8	10	-2	0	6	-3	1

Another view of part of the listing above.
Order of values: ABHD4 inh, rCAG binder, TCR CD3 inh, SIAE primary, HTRA1 inh, MBD2 inh, UHRF1 binding, NPR1 activator, NPR2 activator, PRMT1 inh
> COc1ccc(C(=O)CC(=O)C(=O)Nc2ccccc2)cc1
→ -3, 10, 7, -2, 3, 0, -1, 0, -1, 0
> CC(=O)Nc1ccc(S(=O)(=O)NCCC(=O)OCC(=O)NCc2ccccc2)cc1
→ 5, -2, 9, 1, 1, -5, 0, 2, -2, -1
> NS(=O)(=O)c1ccc(CCNC(=O)CN2CCN(c3ccccc3F)CC2)cc1
→ 1, 2, 1, 7, 4, 2, 5, -4, 3, -1

Carrying on.
SMILES	ABHD4 inh	rCAG binder	TCR CD3 inh	SIAE primary	HTRA1 inh	MBD2 inh	UHRF1 binding	NPR1 activator	NPR2 activator	PRMT1 inh
O=C(NCc1cc(Cl)cc(Cl)c1)c1csc([C@@H]2C[C@H](O)[C@@H](CO)O2)n1	-2	3	-3	2	/	4	6	-1	4	2
C/C(=N/NC(=S)Nc1ccccc1)c1ccc2c(c1)OCO2	0	1	10	6	3	-3	-1	-1	-4	-3
Cc1cc(NC(=O)NN2CCOCC2)nn1-c1c(Cl)cc(Cl)cc1Cl	1	-8	-5	-5	2	2	0	-2	0	0
COc1cccc(C(=O)N(Cc2ccc(N(C)C)cc2)C2CCS(=O)(=O)C2)c1 (stereo not given)	0	-5	4	8	-3	2	-3	-1	-1	-2
CCC(=O)Nc1nnc(S(=O)(=O)N(CC)c2ccc(Cl)cc2)s1	2	14	-1	-8	-6	2	0	0	-1	-1
S=C(NCCc1ccccc1)N1CCN(C(c2ccccc2)c2ccccc2)CC1	-28	5	-7	-12	-57	4	2	0	2	3
COC(=O)c1ccc(C2C3=C(Nc4nnnn42)c2ccccc2OC3)cc1 (stereo not given)	2	4	-3	1	-3	-4	0	1	3	6
O=C(NCCc1ccccn1)C1CCN(S(=O)(=O)c2ccc3ccccc3c2)CC1	0	-6	3	-2	-2	3	2	-37	-15	-4
Cc1ccc(OCCOc2ccc(Br)cc2)c([N+](=O)[O-])n1	-14	1	7	-7	-10	-1	1	34	-5	0
CN(C)CCCN(C(=O)c1ccc(S(=O)(=O)N2CCCCCC2)cc1)c1nc2c(F)cccc2s1	7	-6	4	10	-4	0	-3	-4	0	2
O=C(/C=N/O)Nc1ccccc1C(=O)O	5	2	9	-1	5	-4	0	0	0	-1
COc1ccccc1N1CCN(c2nc(N)c(C#N)c(CC#N)c2C#N)CC1	-14	19	-5	-3	7	-5	0	0	0	10
COc1ccc(OC(=O)CCCN2C(=O)c3ccccc3C2=O)cc1	5	-4	1	5	-2	-6	0	-1	-4	1
CC(=O)c1nn(-c2cccc(C(F)(F)F)c2)c(=O)[nH]c1=O	1	4	5	12	-4	1	5	7	-6	-3
CCN(CC)c1ccc(NC(=O)Nc2ccccc2)cc1	8	1	-6	2	7	0	0	0	0	1
CCn1cnc2cc(NCc3ccc(Br)cc3)ccc21	12	-4	4	5	/	-2	-3	5	1	3
CCOc1ccccc1NS(=O)(=O)c1ccc(Br)s1	5	1	-3	-2	5	0	5	-2	-6	1
CN(c1ccccc1)S(=O)(=O)c1cccc(NC(=O)c2ccc3ncsc3c2)c1	-50	8	2	-58	-48	-1	2	-4	-6	-1
O=S(=O)(NCc1ccccc1)c1ccc(Cl)c(S(=O)(=O)NCc2ccccc2)c1	-11	2	0	-1	-24	3	0	5	1	-1
c1ccc(-n2ncc3c(N4CCCC4)ncnc32)cc1	2	-2	-2	-2	2	-2	3	4	-1	6
CN(CC(=O)Nc1ccc(F)cc1)C(=O)Cn1cnc2ccc(Cl)cc2c1=O	0	4	6	-1	-2	-9	-1	1	0	-4
Cn1c(N2CCC(C(N)=O)CC2)nc2c1c(=O)n(Cc1ccc(Cl)cc1)c(=O)n2C	-2	-5	6	15	-1	-3	0	-2	0	-3
CCOC(=O)c1ccc(Nc2nc(C)cc(C)c2C#N)cc1	-2	-2	-8	-4	-3	-1	-3	3	2	1
O=C(CSc1nnc(CNC(=O)c2c(F)cccc2F)o1)NCc1ccccc1	-2	-4	-7	-2	7	3	1	1	1	4
Cn1c(=O)cc(OCCCC(=O)N2CCN(c3ccccc3)CC2)c2ccccc21	2	-3	-1	-2	-3	-4	-2	-9	-7	4
CCN(CC)S(=O)(=O)c1ccc(-c2cn3ccc(C)cc3n2)cc1	5	-4	-10	0	0	-1	3	2	3	0
CCOc1cc(/C=C2\C(=O)N(c3cccc(C(F)(F)F)c3)C(=O)c3ccccc32)ccc1O	-2	34	5	2	-16	-7	-6	10	-7	0
CCO[C@H]1OC(C(=O)N2CCN(Cc3ccccc3)CC2)=C[C@@H](c2cn(C(C)=O)c3ccccc23)[C@@H]1CCCO	-1	-4	-3	-1	0	3	-2	-6	-8	-1
CCCCNc1nc(-c2ccccc2)nc(-n2ccnc2)n1	-8	4	7	-2	-1	3	-3	-10	-5	-3
N#C/C(=C/c1cn(-c2ccccc2)nc1-c1cccc(S(=O)(=O)N2CCCC2)c1)C(=O)NCc1ccco1	-12	24	1	-20	-38	-4	7	14	17	6
Cc1ccc(S(=O)(=O)NCCC(=O)NC2CCCCC2)cc1	4	1	-2	-1	11	1	-2	2	0	-3
O=C(c1cnn2c(C(F)(F)F)cc(-c3ccc(Br)cc3)nc12)N1CCOCC1	-1	0	0	-3	-3	-2	1	2	8	0
Fc1ccccc1CNc1nc(-c2cccnc2)nc2ccccc12	-11	2	3	-13	-71	2	0	32	36*	-8
COc1cc(-c2nc(-c3ccc(NC(=O)c4ccc5c(c4)OCO5)cc3)no2)cc(OC)c1OC	-2	8	2	-19	-3	-3	-1	3	4	-1
Cn1c(N)c(N2CCCCC2)c(=O)n(CC(=O)Nc2cccc(C#N)c2)c1=O	8	2	4	2	7	4	-2	0	-1	-4
COC(=O)N/N=C\C=C\c1ccc2c(c1)OCO2	1	1	4	-1	-3	-6	-4	-3	3	0
O=C(OCc1cn(Cc2c(F)cccc2F)nn1)N1CCOCC1	1	1	/	6	/	-2	2	0	-2	0
CC(=O)Nc1ccccc1Nc1nc(NCCO)nc(N2CCCC2)n1	0	8	-3	1	3	-1	11	-3	0	0
COc1ccccc1NC(=O)CSc1nnc(-c2ccoc2C)n1CC1CCCO1 (stereo not given)	1	-2	-3	3	1	6	-1	-2	1	0

This is a subset, so the mix of outcomes need not match the whole.
